p53 reactivation – restores transcriptional activity of mutant p53. H1299 p53-A138V BP100-luciferase reporter, luminescence, 24 h. Potency, µM (highest dose often 92.2 µM), for inactives: at the top dose activity change, positive = activation, most hits filed as activators. hit rate 0.063% among 320,000. AID 504706; further: potency means the concentration at half of the fitted maximal effect; % of control where 0% means no effect; nearly all actives have a fitted effect of over 45% in size
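p53-null H1299 cells stably carrying temperature-sensitive p53-A138V and a BP100-luciferase reporter were pinned with compounds (4-point, 1:5 series) and held 24 hrs at 37 deg C. Luminescence was read 10 min after detection reagent.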
TRPV1 agonist – agonists of human vanilloid receptor 1 (TRPV1); Q8NER1; TRPV1-expressing cells, Fluo-8 calcium influx, agonist mode; activation, % at 8.33 µM; hit rate 0.19% among 320,000; AID 540275; in the data active means activation above about 80%; inconclusive means between about 30% and that limit; further: 0% is about no effect
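TRPV1-expressing cells were cultured overnight at 35.5C and loaded with Fluo-8 calcium dye for 40 to 90 min at room temperature. After a 10 s baseline, compound was added and calcium influx was read kinetically for 3 min (ex 480/em 520 nm).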
B2AR arrestin – beta2AR (human) beta-arrestin recruitment activity | beta-arrestin recruitment to beta2AR, cell-based reporter | Potency, µM (titrated, usually from 46.1 µM), inactives show top-dose activation, most hits filed as activators | hit rate 0.02% among 330,000 | AID 492947;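 further: potency means the concentration at half of the fitted maximal effect; 0% = DMSO controls and full agonism = EC100 isoproterenol or metaproterenol; nearly all actives have a fitted effect of over 65% in size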
CXXC DNA block – MLL CXXC-DNA interaction inhibition; Q03164; MLL-CXXC / FITC-HOXA9 DNA fluorescence polarization; Potency, µM (doses to about 115 µM), for inactives: at the highest dose activity change, negative = inhibition, usual class: inhibitors; hit rate 0.037% among 290,000; AID 2662; active means well fitted inhibition curve with a large enough effect in the polarisation, with a control signal flat, not every such curve was filed as active; inconclusive means small, poorly fitted or top-dose-only effect, or effect the other way, or a change in a side signal; inactive means no such curve, though single readings can be large or run the other way; the % refers to the polarisation; further: potency means the concentration at half of the fitted maximal effect
Target sequence (Q03164 whole entry, looked up): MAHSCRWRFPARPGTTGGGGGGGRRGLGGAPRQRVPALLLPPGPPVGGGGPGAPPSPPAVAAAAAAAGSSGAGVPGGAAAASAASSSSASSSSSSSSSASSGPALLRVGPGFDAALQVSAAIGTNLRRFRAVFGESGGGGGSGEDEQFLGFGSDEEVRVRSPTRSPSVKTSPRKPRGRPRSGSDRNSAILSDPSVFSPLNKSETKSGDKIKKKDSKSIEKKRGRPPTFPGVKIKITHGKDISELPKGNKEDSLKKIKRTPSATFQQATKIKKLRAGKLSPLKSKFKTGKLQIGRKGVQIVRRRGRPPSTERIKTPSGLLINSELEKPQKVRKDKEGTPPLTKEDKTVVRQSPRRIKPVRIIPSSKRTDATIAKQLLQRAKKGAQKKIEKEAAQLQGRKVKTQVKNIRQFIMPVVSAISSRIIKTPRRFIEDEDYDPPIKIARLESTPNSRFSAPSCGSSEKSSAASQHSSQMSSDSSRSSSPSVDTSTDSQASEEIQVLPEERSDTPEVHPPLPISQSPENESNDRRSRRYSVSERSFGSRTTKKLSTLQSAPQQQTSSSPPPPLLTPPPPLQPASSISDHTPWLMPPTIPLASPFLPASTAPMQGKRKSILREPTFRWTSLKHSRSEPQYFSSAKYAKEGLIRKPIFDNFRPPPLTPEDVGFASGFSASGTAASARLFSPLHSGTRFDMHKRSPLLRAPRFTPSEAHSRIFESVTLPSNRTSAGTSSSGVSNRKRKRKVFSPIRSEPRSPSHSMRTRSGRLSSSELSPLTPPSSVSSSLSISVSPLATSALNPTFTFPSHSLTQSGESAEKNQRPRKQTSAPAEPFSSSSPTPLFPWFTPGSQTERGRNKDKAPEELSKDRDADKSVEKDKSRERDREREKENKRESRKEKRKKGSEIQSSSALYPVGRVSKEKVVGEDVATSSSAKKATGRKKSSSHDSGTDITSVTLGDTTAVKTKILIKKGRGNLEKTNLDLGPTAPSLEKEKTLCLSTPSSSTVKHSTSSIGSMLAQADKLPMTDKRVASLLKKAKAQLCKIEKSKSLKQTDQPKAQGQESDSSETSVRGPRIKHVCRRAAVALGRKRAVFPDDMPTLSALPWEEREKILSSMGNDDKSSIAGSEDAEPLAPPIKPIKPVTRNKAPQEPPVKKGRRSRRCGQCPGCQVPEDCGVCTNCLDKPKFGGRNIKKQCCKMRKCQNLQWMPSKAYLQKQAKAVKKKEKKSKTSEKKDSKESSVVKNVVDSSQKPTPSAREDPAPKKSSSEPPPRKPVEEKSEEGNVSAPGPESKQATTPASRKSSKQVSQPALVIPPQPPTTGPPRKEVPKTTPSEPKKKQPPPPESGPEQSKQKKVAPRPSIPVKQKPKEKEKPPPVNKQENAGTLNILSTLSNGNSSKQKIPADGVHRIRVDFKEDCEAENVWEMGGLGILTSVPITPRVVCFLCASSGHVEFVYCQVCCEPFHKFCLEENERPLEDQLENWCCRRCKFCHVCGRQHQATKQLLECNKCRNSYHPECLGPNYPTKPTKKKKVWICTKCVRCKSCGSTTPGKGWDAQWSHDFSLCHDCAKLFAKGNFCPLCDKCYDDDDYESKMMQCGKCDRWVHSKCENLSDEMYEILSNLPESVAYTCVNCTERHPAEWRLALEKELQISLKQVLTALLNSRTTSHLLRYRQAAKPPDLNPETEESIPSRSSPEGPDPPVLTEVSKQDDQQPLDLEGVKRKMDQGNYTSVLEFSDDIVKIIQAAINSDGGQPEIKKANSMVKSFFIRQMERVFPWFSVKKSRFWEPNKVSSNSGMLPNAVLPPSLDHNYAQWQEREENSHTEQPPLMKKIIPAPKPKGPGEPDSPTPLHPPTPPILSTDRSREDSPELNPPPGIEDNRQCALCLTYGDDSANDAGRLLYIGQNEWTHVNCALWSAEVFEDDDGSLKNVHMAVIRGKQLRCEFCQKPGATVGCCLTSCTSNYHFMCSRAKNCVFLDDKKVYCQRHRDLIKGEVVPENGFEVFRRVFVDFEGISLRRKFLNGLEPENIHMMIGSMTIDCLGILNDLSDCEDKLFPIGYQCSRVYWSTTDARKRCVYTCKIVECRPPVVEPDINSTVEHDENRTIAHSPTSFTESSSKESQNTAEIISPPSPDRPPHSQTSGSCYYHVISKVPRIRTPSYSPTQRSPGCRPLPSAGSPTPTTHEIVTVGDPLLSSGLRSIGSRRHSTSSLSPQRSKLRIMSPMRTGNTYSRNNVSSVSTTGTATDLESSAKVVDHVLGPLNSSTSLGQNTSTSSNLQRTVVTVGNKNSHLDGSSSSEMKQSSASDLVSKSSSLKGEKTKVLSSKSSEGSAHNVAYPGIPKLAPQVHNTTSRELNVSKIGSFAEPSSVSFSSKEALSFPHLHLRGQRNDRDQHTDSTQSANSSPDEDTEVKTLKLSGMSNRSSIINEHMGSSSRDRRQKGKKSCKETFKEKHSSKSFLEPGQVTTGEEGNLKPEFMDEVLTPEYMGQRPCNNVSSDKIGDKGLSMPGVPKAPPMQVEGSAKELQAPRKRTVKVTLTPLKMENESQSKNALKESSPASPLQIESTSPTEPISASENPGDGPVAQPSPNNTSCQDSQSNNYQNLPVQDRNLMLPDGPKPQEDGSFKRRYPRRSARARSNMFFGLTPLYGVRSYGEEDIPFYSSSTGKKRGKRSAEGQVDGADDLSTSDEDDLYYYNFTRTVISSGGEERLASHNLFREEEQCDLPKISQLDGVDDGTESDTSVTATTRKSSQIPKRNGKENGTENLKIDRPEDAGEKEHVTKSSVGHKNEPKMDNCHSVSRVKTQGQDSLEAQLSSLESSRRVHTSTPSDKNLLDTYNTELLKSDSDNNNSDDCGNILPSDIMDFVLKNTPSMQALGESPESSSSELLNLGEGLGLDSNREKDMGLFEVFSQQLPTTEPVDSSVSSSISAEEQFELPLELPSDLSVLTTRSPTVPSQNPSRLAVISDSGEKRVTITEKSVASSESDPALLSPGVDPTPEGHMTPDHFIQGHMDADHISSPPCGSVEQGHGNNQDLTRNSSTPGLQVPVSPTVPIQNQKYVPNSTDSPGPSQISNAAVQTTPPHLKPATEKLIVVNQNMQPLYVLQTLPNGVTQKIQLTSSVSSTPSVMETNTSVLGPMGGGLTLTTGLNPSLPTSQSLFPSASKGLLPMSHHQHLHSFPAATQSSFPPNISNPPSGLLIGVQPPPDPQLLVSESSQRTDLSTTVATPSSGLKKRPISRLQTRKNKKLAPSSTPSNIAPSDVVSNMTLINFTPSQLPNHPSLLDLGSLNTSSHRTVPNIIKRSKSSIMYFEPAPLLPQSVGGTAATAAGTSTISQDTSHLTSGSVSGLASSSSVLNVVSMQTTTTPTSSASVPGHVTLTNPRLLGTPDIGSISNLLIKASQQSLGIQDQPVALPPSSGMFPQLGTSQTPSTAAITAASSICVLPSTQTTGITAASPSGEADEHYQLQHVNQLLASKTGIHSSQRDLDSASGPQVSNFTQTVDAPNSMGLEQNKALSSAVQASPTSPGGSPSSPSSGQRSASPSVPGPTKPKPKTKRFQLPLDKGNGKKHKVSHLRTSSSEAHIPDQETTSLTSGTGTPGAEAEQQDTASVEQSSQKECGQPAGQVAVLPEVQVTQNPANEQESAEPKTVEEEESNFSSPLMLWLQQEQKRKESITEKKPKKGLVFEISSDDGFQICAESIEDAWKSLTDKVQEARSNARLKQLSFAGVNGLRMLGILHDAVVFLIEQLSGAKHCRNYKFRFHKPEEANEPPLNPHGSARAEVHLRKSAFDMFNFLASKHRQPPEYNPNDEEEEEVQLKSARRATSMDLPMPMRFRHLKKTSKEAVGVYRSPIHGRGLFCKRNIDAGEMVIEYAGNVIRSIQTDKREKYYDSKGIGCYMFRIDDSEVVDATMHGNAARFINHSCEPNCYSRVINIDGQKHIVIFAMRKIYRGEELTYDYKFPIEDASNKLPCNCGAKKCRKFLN
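Fluorescence polarization: 7 uM MLL-CXXC (stock) preincubated 5 min with compounds, then 50 nM fluorescein-HOX-A9 DNA (stock) added; 30 min ambient. Buffer 50 mM Tris-HCl pH 7.5, 50 mM NaCl, 1 mM DTT, 0.05% BSA.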
TSG101-PTAP inh – blocks PTAP/TSG101 interaction to inhibit HIV-1 budding; Q99816; Fluorescence polarization, FITC-PTAP peptide / Tsg101 binding; Potency, µM (titrated, usually from 115 µM), without a hit: at the highest dose activity change, negative = inhibition, most hits filed as inhibitors; 340,000 tested, under 10 active; AID 493005; active means well fitted inhibition curve with a large enough effect in the main read-out, with a control signal flat, not every such curve was filed as active; inconclusive means small, poorly fitted or top-dose-only effect, or effect the other way, or a change in a side signal; inactive means no such curve, though single readings can be large or run the other way; further: potency means the concentration at half of the fitted maximal effect; % of control where 0% means no effect
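Steps: Tsg101 binding domain dispensed (10 uM final), compounds pinned in DMSO, FITC-labeled PTAP-motif peptide added (50 nM final); after 20 min binding at room temperature, polarization measured.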
BRCA1 expr up – BRCA1 expression activation; MCF7-BRCA1-FFLuc reporter, luminescence, 48 h; response scale: scaled: vehicle 0%, 10 µM genistein 100%; Potency, µM (top dose mostly 46.1 µM), without a hit: at the top dose activation, most hits filed as activators; hit rate 1.1% among 380,000; further: potency means the concentration at half of the fitted maximal effect; nearly all actives have a fitted effect of over 80% in size; some results filed as inactive show a strong effect at the top dose
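Reporter cells (MCF7, BRCA1 promoter-firefly luciferase) received library compounds across a concentration series for 48 h. End-point luminescence was measured and concentration-effect curves derived after normalization.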
Integrin act MD – activates integrin-mediated alleviation for muscular dystrophy. alpha7betagal myoblasts, beta-gal FDG fluorescence, 48 h. Potency, µM (titrated, usually from 38.3 µM), for inactives: top-dose activation, actives largely listed as activators. hit rate 0.064% among 350,000;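 further: potency means the concentration at half of the fitted maximal effect; 100% = response of the positive control SU9516; nearly all actives have a fitted effect of over 60% in size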
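alpha7betagal+/- myoblasts (passage 13, 250/well) treated 48 h at 37C with compounds at 1:260 dilution of DMSO stock. Lysed, then beta-galactosidase activity read as FDG fluorescence (ex 480/em 540) after 30 min, with pre-read for autofluorescence.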
TCR act – activates T cell receptor signaling. AID 504894. 330,000 tested, under 10 active. Potency, µM (series often up to 9.22 µM), inactives show top-dose activation of IL-2 secretion, actives largely listed as activators. primary human leukocytes, anti-CD3, IL-2 HTRF, 48 h; further: % of control where 0% means no effect
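48 hr co-incubation of compounds, a-CD3 beads and primary human leukocytes; IL-2 quantified homogeneously by HTRF with anti-IL-2 K and d2 conjugates.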
A-T KAP1 phos – candidate therapy for ataxia-telangiectasia. […] A-T fibroblasts, KAP-1 phosphorylation AlphaLISA; neocarzinostatin DNA damage 30 min before lysis. Potency, µM (doses to about 57.5 µM), for inactives: at the top dose activation, most hits filed as activators. hit rate 0.19% among 320,000; further: potency means the concentration at half of the fitted maximal effect; % of control where 0% means no effect; nearly all actives have a fitted effect of over 45% in size
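hTERT-immortalized A-T patient fibroblasts ([…]), 500 cells/well in OPTI-MEM, 1% FBS, got compounds for 60 min, then NCS for 30 min at 37C. Lysates were then assayed for phospho-KAP-1 by AlphaLISA (anti-pKAP1 donor, anti-KAP1 acceptor beads), 6 hr at 25C.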
ELG1 DNA repair – blocks ELG1-dependent DNA repair in HEK293T cells; Potency, µM (highest dose often 46.1 µM), for the others: at the highest dose activity change, negative = inhibition, hits mostly inhibitors; HEK293T ELG1-luciferase reporter, luminescence, 16 h; DNA damage induced by 5-fluorouridine; hit rate 2.3% among 330,000; AID 504467; further: potency means the concentration at half of the fitted maximal effect; on the % scale 0 is the no-effect control and ±100 the full control effect; nearly all actives have a fitted effect of over 55% in size
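Overnight (16 hr) co-exposure of 2,000 cells/well to 5-fluorouridine and compound at 37 °C preceded detection. Luciferase was quantified via ONE-Glo luminescence; loss of signal denotes inhibition.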
An asterisk follows results filed as active; u = inconclusive; x = no result given; [ ] = another dose, or the depositor's remark. Unless noted, the call rests on the fitted dose curve; in most records, active means well fitted curve in the direction sought with a large enough effect; inconclusive means small, poorly fitted or top-dose-only effect, or another doubt; inactive means no such curve, though single readings can be large; an effect the other way counts as inactive or inconclusive.

SMILES	p53 reactivation	TRPV1 agonist	B2AR arrestin	CXXC DNA block	TSG101-PTAP inh	BRCA1 expr up	Integrin act MD	TCR act	A-T KAP1 phos	ELG1 DNA repair
O=C(NCCN1CCOCC1)c1c[nH]c2ccc(S(=O)(=O)N3CCOCC3)cc2c1=O	3%	1	-0.3%	6%	-6%	11%	8%	1%	16%	7%
CCCc1cc(=O)oc2c(C)c(OCC(=O)N3CCC[C@@H]3C(=O)O)ccc12	x	3	-0.7%	-21%	0%	-5%	14%	-22%	-12%	14%
COc1ccc(C)cc1S(=O)(=O)N(CC(=O)O)c1ccc(F)cc1	x	6	x	-12%	-1%	-21%	-10%	-7%	x	x
O=C(/C=N/O)NCCCN1CCOCC1	2%	-11	3.6%	6%	-2%	10%	-46%[inhibitor]	-2%[46.1 µM]	6%	u
CCC(OC(=O)CCc1nc2ccccc2[nH]c1=O)C(=O)c1ccccc1 (stereo unspecified)	-1%	23	-0.7%	0%	-6%	2%	-30%	-10%	12%	u
Cc1ccc(NC(=O)NCc2ccccn2)cc1	17%	21	-0.2%	-7%	1%	32%	3%	1%	3%	u
COC(=O)COc1ccc(S(=O)(=O)N2CCc3ccccc3C2)cc1	-3%	-1	0.1%	-4%	-10%	-4%	3%	-13%	30%	-3%
CC(C(=O)O)n1c2ccccc2c2cnn(C)c(=O)c21 (stereo unspecified)	-6%	-7	-0.2%	-11%	-4%	-1%	-26%	-5%	-2%	-3%
COc1ccccc1CN1CCN(Cc2ccco2)CC1	-7%	-2	0.1%	-6%	-2%	1%	-13%	7%	-5%	-2%
Cc1cc(C(=O)NC2CC(C)(C)Cc3c2cnn3-c2ccccc2)n[nH]1 (stereo unspecified)	0%	7	0.1%	2%	-7%	-5%	-9%	-4%	9%	6%
CCn1c(NCCc2ccc(OC)c(OC)c2)nc2c1c(=O)n(C)c(=O)n2C	-1%	-1	0.0%	-5%	-4%	-33%	0%	-4%	2%	12µM*
O=C(NCc1cccs1)C1CCCN1S(=O)(=O)c1ccccc1F (stereo unspecified)	1%	-3	-0.2%	-6%	-5%	0%	-31%	0%	9%	-2%
O=C(O)c1ccc(/C=N/Nc2ccc(F)cc2F)cc1	-13%	1	0.4%	-8%	-1%	-19%	-14%	4%	-5%	u
CN(C(=O)COC(=O)c1ccc(Cl)c(S(=O)(=O)N2CCCCC2)c1)C1(C#N)CCCCC1	-5%	1	-0.1%	x	1%	8%	12%	4%	0%	-5%
Cc1cc(C)cc(OCCn2ccnc2)c1	x	3	-0.7%	2%	-3%	-9%	-22%	2%	-1%	5%
C=CCn1cnc2c(nnn2Cc2ccc(F)cc2)c1=O	-1%	-3	-0.2%	-2%	-6%	-2%	42%	4%	-7%	2%
COCC(=O)Nc1c(C(=O)N2CCCC2)oc2ccccc12	-2%	1	-0.3%	10%	-4%	0%	42%	5%	6%	15%
CCCCNC(=O)N1CCCC(C(=O)c2cc(C)c(OC)c(C)c2)C1 (stereo unspecified)	x	u	-0.3%	-4%	-2%	-14%	-17%	4%	-3%	u
Cc1ccc(S(=O)(=O)NC(=O)c2cc(C)n(CC(c3ccccc3)N(C)C)c2C)cc1 (stereo unspecified)	1%	-3	-0.2%	13%	0%	18%	10%	0%	0%	-11%
Cc1ccc(SCc2cn3c(C)csc3n2)cc1	u	u	0.1%	3%	1%	42%	16%	-1%	0%	u
CCn1ccc(C(=O)Nc2cccc(Cl)c2)n1	1%	u	0.1%	-13%	2%	u	-3%	-2%	1%	u
COc1cccc(CN(C)C(=O)CCNC(=O)c2ccc(Br)cc2)c1	4%	9	0.4%	2%	-3%	0%	22%	-9%	3%	2%
O=[N+]([O-])c1ccn(-c2nc(-c3ccccc3)cc(C(F)(F)F)n2)n1	-2%	10	-0.2%	4%	-3%	3%	17%	3%	-3%	u
Cn1nc(SCC(=O)O)sc1=S	u	0	-0.1%	-6%	-6%	10%	-5%	0%	0%	4%
CCCCNC(=O)c1ccccc1NS(=O)(=O)c1ccc2c(c1)OCCO2	24%	-13	-0.3%	0%	-1%	6%	30%[7.66 µM]	3%	5%	6%
COC(=O)CSc1ncnc2c1sc1nc3c(cc12)COC(C)(C)C3	6%	2	0.1%	0%	-1%	-32%	-2%	-2%	-8%	25%
COCC(=O)Nc1ccc(-c2cn3cccnc3n2)cc1	22%	-3	0.3%	5%	-5%	65%	8%	1%	-11%	u
Cc1nn(-c2ccccc2)c(C)c1C(=O)OCC(=O)c1c(N)n(CC(C)C)c(=O)n(C)c1=O	11%	-1	-0.8%	-6%	-4%	-79%	-4%	3%	3%	3.3µM*
COc1ccc(/C=N/NC(=O)C(=O)Nc2ccccn2)cc1OC	24%	-3	0.3%	-7%	-3%	-11%	-23%	-12%	0%	6%
CC(=O)N1CCN(S(=O)(=O)c2cccc(C(=O)NNC(=O)Cn3ccc(C(F)(F)F)n3)c2)CC1	4%	-3	-0.1%	x	-2%	17%	7%	4%	0%	1%
c1ccc(Cn2nnnc2CN2CCN(Cc3ccc4c(c3)OCO4)CC2)cc1	u	0	-0.8%	-5%	-3%	-3%	4%	-1%	14%	-3%
Cn1c(=O)n(C)c2cc(NS(=O)(=O)c3ccc(F)cc3)ccc21	-5%	-5	-0.2%	-9%	-6%	-37%	16%	x	-5%	u
O=C(CCSc1ccccc1)NC1CCCCCC1	1%	u	0.3%	-2%	1%	7.1µM*	-17%	0%	6%	5%
CCc1c(O)nc(SCC(=O)N2CCOCC2)n(-c2ccccc2)c1=O	-5%	1	-0.1%	21%	-2%	0%	13%	-1%	1%	14%
Clc1ccc(OC2CCN(Cc3nc(CC4CC4)no3)CC2)cc1	-1%	2	-1.2%	-13%	-5%	0%	-30%	0%	-1%	-10%
O=C(COC(=O)Cc1cccs1)Nc1cccc(S(=O)(=O)N2CCOCC2)c1	-5%	17	0.3%	x	-4%	0%	-4%	0%	17%	6%
N#CC1=C(N)c2ccccc2CC12CCCCC2	-9%	29	-0.2%	4%	-3%	-32%	24%	-4%	-4%	1%
O=C(Oc1cccc(NC(=O)c2ccccc2Cl)c1)c1ccc([N+](=O)[O-])cc1	15%	0	-0.3%	-2%	0%	58%	14%	7%	-6%	u
Cc1ccc2nsnc2c1S(=O)(=O)NCCc1c(C)[nH]c2ccc(F)cc12	-4%	2	0.0%	-2%	-3%	-28%	14%	-63%	1%	-12%
COc1ccc2[nH]c3c(c2c1)CCN1C(=O)C(CC(=O)NCCN2CCOCC2)C[C@H](C(=O)N2CCCCC2)[C@@]31C (stereo partly specified)	-2%	x	-0.5%	x	-2%	7%	-4%	0%[46.1 µM]	9%	8%
Cn1nc([N+](=O)[O-])nc1N1CCN(c2ccc(F)cc2)CC1	14%	1	0.0%	3%	-5%	-17%	18%[7.66 µM]	-1%	-1%	-3%
COc1ccc(C(=O)N[C@H](C(=O)OCn2nnc3ccccc3c2=O)C(C)C)cc1	2%	1	0.3%	x	-2%	0%	-7%	x	8%	12%
Cc1cc(C)cc(OCC(=O)OCC(=O)NC2CC2)c1	-1%	x	-0.1%	x	-5%	-21%	0%	1%[46.1 µM]	2%	5%
COC(=O)C1C(O)=C(C(C)=N)C(=O)CC1(C)C (stereo unspecified)	16%	-3	-0.3%	-2%	-2%	-3%	-21%	0%	4%	-3%
O=c1c2ccccc2[nH]c(=S)n1CCCN1CCN(c2ccccc2F)CC1	1%	28	0.3%	-20%	-4%	-22%	5%	16%	5%	-9%
COc1cc(C(=O)Nc2ccc(S(=O)(=O)NC(C)(C)C)cc2)cc(OC)c1OC	-6%	0	-0.9%	2%	-4%	-33%	-58%[inhibitor]	-1%	-1%	6%
O=C(NCCc1ccccc1)Oc1ccc(Cl)cc1	7%	7	0.4%	5%	3%	13µM*	12%	5%	0%	u
O=C(O)/C=C\c1ccccc1Oc1cccc(Cl)c1	1%	-12	-0.5%	-2%	1%	-16%	u	-3%	1%	16%
CC(C)Cn1c(=O)c(C(=O)Nc2cnccn2)c(O)c2ccccc21	2%	-4	0.3%	-7%	-8%	-5%	24%	-1%	-6%	0%
O=C(N=C1SC2CS(=O)(=O)CC2N1c1c(Cl)cccc1Cl)C1CC1 (stereo unspecified)	-12%	0	0.0%	-2%	-12%	4%	17%	-3%	4%	18%
COc1ccc(/C=N/Nc2nonc2N)cc1	26%	1	0.6%	6%	-1%	72%	6%	-1%	2%	u
O=C(CCC1CCCC1)NCCCNC(=O)CCC1CCCC1	x	14	-3.0%	18%	0%	-2%	0%	3%	13%	-11%

Two entries picked at random from the list so far:
SMILES	p53 reactivation	TRPV1 agonist	B2AR arrestin	CXXC DNA block	TSG101-PTAP inh	BRCA1 expr up	Integrin act MD	TCR act	A-T KAP1 phos	ELG1 DNA repair
O=C(NCc1cccs1)C1CCCN1S(=O)(=O)c1ccccc1F (stereo unspecified)	1%	-3	-0.2%	-6%	-5%	0%	-31%	0%	9%	-2%
O=C(/C=N/O)NCCCN1CCOCC1	2%	-11	3.6%	6%	-2%	10%	-46%[inhibitor]	-2%[46.1 µM]	6%	u

Rows were taken by chance (roughly 3.8% active in at least one column).
